# DDE Tn7 FP inh – inhibitors of Tn7 peptide binding to fibrin DD(E), primary screen, biochemical, fluorescence polarization, human fibrin, Tn7 probe; inhibition, % at 8.3 µM; FP displacement of FITC-Tn7 peptide from fibrin DD(E); 0% = median of compound wells per plate; Fibrinogen beta chain (Homo sapiens), P02675; 370,000 tested, 0.13% active;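 active = inhibition above the mean of compounds falling within the control limits plus 3 SD of them, cut at about 14% in these data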;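 note: 0% = plate median of compound wells and 100% = 10 µM Aha-Tn7 peptide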
#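 Assay system: Fibrin-DD(E) protein isolated from polymerized human fibrin clots; read-out basis: percent inhibition; medium: Tris/NaCl/CaCl2 buffer, pH 7.8; signal: FP measurement; incubation: 10 min plus 3 h, room temperature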
# SIAE inh – human SIAE inhibitors, primary screen, biochemical, fluorescence polarization, FP-Rh probe, 1536-well HTS; SIAE FP-Rh probe binding; inhibition, % at 9.66 µM; 370,000 tested, 0.69% active; AID 1053197, 2014;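 active = inhibition above a cutoff: mean of compounds within the control limits plus 3 SD of those, cut at about 17% in these data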;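 note: 0% = plate median of compound wells and 100% = probe without SIAE protein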
# Target sequence (Q9HAT2 whole entry, looked up): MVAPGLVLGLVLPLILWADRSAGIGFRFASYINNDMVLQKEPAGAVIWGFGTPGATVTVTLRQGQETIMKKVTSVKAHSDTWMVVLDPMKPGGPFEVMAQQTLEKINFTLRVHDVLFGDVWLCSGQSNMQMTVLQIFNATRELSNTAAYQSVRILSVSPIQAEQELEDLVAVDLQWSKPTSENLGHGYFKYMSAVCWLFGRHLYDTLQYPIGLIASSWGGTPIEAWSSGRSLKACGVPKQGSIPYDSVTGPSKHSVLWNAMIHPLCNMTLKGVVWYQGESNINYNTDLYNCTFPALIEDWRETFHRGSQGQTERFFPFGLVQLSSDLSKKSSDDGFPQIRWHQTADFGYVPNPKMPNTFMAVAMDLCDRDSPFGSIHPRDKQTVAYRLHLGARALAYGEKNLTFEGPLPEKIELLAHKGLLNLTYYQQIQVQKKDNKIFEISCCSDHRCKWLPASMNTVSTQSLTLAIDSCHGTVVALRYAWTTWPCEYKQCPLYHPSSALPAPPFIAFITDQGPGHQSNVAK
# KLK7 zymogen act – proKLK7 zymogen activators, primary screen, biochemical, fluorescence intensity. Kallikrein-7 (Homo sapiens), P49862. purified proKLK7, EDANS-DABCYL substrate fluorescence; 100% is mature enzyme control, 0% vehicle. activation, % at 7 µM. 370,000 tested, 0.9% active. AID 652039, 2013;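 active = activation above the mean of all tested compounds plus 3 SD, computed per campaign excluding outliers beyond control limits, cut at about 13% in these data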
# UHRF1 MBD2 ctr – UHRF1 methylated DNA binding inhibitors, primary screen, counter-screen for MBD2 inhibitor project, biochemical, TR-FRET, human UHRF1, single concentration; E3 ubiquitin-protein ligase UHRF1 (Homo sapiens), Q96T88; 370,000 tested, 0.75% active; inhibition, % at 4.4 µM; UHRF1 binding to methylated oligo; in the data active = inhibition above about 21%;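 note: UHRF1 SRA domain binding a hemimethylated CpG hairpin DNA probe; 0% = median of test compound wells and 100% = reference inhibitor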
# TDP2 inh – human TDP2 enzyme inhibitors, primary screen, biochemical, epi absorbance, recombinant enzyme | inhibition, % at 12.8 µM | T5PNP hydrolysis, p-nitrophenol absorbance 415 nm | AID 720702, 2013 | Tyrosyl-DNA phosphodiesterase 2 (Homo sapiens), O95551 | 370,000 tested, 0.34% active;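 active = inhibition above the mean of all tested compounds plus 3 SD, set per campaign, cut at about 25% in these data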;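 note: 0% = DMSO with enzyme and 100% = buffer with substrate but no TDP2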
#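 test system = human TDP2 enzyme | input = TDP2 enzyme at 120 nM final | medium = 50 mM Tris-HCl pH 7.5 with Mg2+, KCl, DTT, BSA | also added = T5PNP substrate, 5 mM | times = 2 h at 37 °C | technique = epi absorbance | benchmarks = high control without enzyme, low control DMSO plus TDP2 | replication = each compound tested once, singlicate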
# LEDGF integ inh – blockers of LEDGF/p75-dependent integrase strand transfer – biochemical, TR-FRET, high throughput, primary screen; inhibition, % at 3.7 µM; 370,000 tested, 0.64% active; TR-FRET IN-LEDGF/p75 DNA integration, Eu/Cy5; HIV-1 integrase (with human LEDGF/p75);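 active = inhibition above the screen-wide mean plus 3 SD, cut at about 13% in these data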;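 note: signal is the Cy5 over europium emission ratio at 671 and 618 nm; 0% = plate median of compound wells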
# DDE Tn6 FP inh – inhibitors of Tn6 peptide binding to fibrin DD(E), primary screen, biochemical, fluorescence polarization, human fibrin, Tn6 probe; Fibrinogen beta chain (Homo sapiens), P02675; Fibrin DD(E) TRITC-Tn6 fluorescence polarization displacement; inhibition, % at 8.3 µM; 370,000 tested, 0.21% active; AID 720509, 2013;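 active = inhibition above a per-campaign cutoff: mean of compounds within control limits plus 3 SD, cut at about 15% in these data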;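 note: 0% = median of all compound wells on the plate and 100% = blocking peptide control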
# PRMT1 inh – PRMT1 methyltransferase inhibitors, primary screen, biochemical, fluorescence polarization. Protein arginine N-methyltransferase 1 (Homo sapiens), Q99873. recombinant PRMT1, activity-based probe fluorescence polarization. inhibition, % at 2.79 µM. 370,000 tested, 1.3% active. AID 652257, 2013;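 active = inhibition above about 21% made by adding two undisclosed values, limit read from the data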
# MBD2 inh – inhibitors of MBD2 binding to methylated DNA, primary screen, biochemical, TR-FRET, DNA-binding domain, human. Methyl-CpG-binding domain protein 2 (Homo sapiens), Q9UBB5. MBD2 binding to methylated oligonucleotide. inhibition, % at 4.4 µM. 370,000 tested, 0.31% active. AID 686964, 2013; in the data active = inhibition above about 13%
# Target sequence (Q9UBB5 whole entry, looked up, the tested form may be a part): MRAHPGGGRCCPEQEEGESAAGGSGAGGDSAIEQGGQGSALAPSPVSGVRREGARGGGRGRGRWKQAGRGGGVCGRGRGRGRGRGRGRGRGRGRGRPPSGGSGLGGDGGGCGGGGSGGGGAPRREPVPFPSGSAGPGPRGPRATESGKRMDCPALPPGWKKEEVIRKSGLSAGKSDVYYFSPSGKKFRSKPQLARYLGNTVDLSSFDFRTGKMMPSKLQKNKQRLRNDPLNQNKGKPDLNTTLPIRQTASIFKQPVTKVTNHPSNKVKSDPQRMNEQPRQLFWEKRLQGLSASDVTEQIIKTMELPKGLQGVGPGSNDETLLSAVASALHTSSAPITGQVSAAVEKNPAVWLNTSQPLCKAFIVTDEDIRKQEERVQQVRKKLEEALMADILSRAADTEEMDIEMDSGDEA
# TCR CD3 inh – inhibitors of human TCR-CD3 interaction, primary screen, biochemical, fluorescence, TAMRA-labeled TCR probe | T-cell receptor (TCR) | inhibition, % at 9.4 µM | 360,000 tested, 0.37% active | AID 651800, 2012; in the data active = inhibition above about 19%;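 note: recombinant mutant TCR 2C K166C tagged with TAMRA read by polarization; 0% = receptor in buffer alone and 100% = receptor with positive control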
# * hit, by the source's call. Rows were taken by chance (roughly 4.6% active in at least one column).
no.	molecule	DDE Tn7 FP inh	SIAE inh	KLK7 zymogen act	UHRF1 MBD2 ctr	TDP2 inh
1	Cc1ccc(C2=CSC3=NCCN23)c(C)c1	1	2	0.0	0	-1
2	CNC(=O)c1cc(Oc2ccc(NC(=O)Nc3ccc(Cl)c(C(F)(F)F)c3)cc2)ccn1	-2	-215	-0.3	3	0
3	Brc1ccc2c(c1)CNc1c(ncnc1N1CCOCC1)O2	1	-2	0.5	3	-10
4	CC(=O)N1CCC(=NNc2nc3ccccc3s2)CC1	2	9	-0.2	0	-1
5	O=C(O)CC1S/C(=N\N=C/c2ccccc2)N(c2ccc(O)cc2)C1=O (centres undefined)	-9	1	0.5	0	3
6	CC(C)=CCc1c(C)nc2ccccc2c1C(=O)O	4	2	-0.1	1	1
7	Cc1csc(C2=C(O)CN(c3ccc4c(c3)OCCOCCOCCOCCO4)C2=N)n1	0	15	-0.6	-4	2
8	Cc1ccc(CNC(=O)CSc2c3c(nc4cc(Cl)ccc24)CCCC3)o1	3	5	-1.1	-5	-6
9	COC(=O)c1c(C)[nH]c(C)c1-c1ccc([N+](=O)[O-])cc1	-2	13	-0.1	-1	10
10	CC(=O)Nc1ccc(S(=O)(=O)NCCC(=O)NCCOc2ccccc2)cc1	5	-2	-0.1	-1	-3
11	CCNc1nc(NCC)n2c(SCC(=O)Nc3ccc(OC(F)F)cc3)nnc2n1	1	-4	-0.1	2	13
12	O=C(O)[C@@H]1CCCN1C(=O)c1ccccc1N1C(=O)[C@@H]2Cc3c([nH]c4ccccc34)C(c3cccc(Cl)c3)N2C1=O (some centres undefined)	-2	44*	2.5	0	-2

no.	LEDGF integ inh	DDE Tn6 FP inh	PRMT1 inh	MBD2 inh	TCR CD3 inh
1	-6	7	4	-9	8
2	2	34*	4	1	18
3	2	-8	-2	-2	4
4	-1	0	4	-1	-5
5	2	-5	3	-1	1
6	2	4	0	0	3
7	1	0	-3	0	-1
8	1	5	60*	-3	0
9	4	-3	0	4	0
10	-2	10	-1	-6	5
11	3	-3	-1	3	1
12	2	-13	5	0	15

# Continuation:
no.	molecule	DDE Tn7 FP inh	SIAE inh	KLK7 zymogen act	UHRF1 MBD2 ctr	TDP2 inh
13	Cn1nc(C(C)(C)C)c(NC(=O)c2sccc2Cl)c1C(C)(C)C	1	-3	-0.2	2	7
14	CC(NC(=O)COC(=O)c1cc(Cl)ccc1O)C1CC2CCC1C2 (centres undefined)	4	2	8.7	2	-5
15	NC(=O)CC(NC(=O)c1ccc(Cl)cc1)C(=O)NCCc1ccc(S(N)(=O)=O)cc1 (centres undefined)	-1	-1	-0.4	1	5
16	CC(=O)c1ccc(S(=O)(=O)NCCC(=O)OCC(=O)N(Cc2ccccc2)C(C)(C)C)cc1	-3	-14	-0.2	0	-7
17	CNC(=S)N1C2CCCC1CC(NC(=O)c1ccc(C)cc1)C2 (centres undefined)	7	8	-0.6	0	7
18	CCOC(=O)[C@]12CCCC=C1N(CCc1ccc(OC)c(OC)c1)C(=O)[C@H](CC(=O)NCc1ccc(C)o1)C2	-5	1	0.3	0	4
19	COCCn1c(N)c(N(Cc2ccccc2)C(=O)c2oc3ccccc3c2C)c(=O)[nH]c1=O	4	0	-0.1	0	2
20	O=S(=O)(Nc1ccncc1)c1ccccc1	11	-2	-0.3	-1	-4
21	Clc1cccc(OCCN2CCCC2)c1	-5	-2	0.3	3	0
22	COc1cccc(C(=O)Nc2nnc(-c3cccs3)o2)c1	-4	5	0.1	-4	7
23	Oc1ccc(Br)cc1/C=N/n1c(COc2ccccc2)n[nH]c1=S	-2	5	-1.2	0	-4
24	O=S(=O)(NCc1cccnc1)c1ccc(Cl)c(Cl)c1	-4	-3	-0.4	0	2

no.	LEDGF integ inh	DDE Tn6 FP inh	PRMT1 inh	MBD2 inh	TCR CD3 inh
13	-5	-1	4	-1	-5
14	-5	-3	3	0	1
15	-3	-2	0	-1	-5
16	0	1	-5	-1	5
17	-1	4	-1	-2	1
18	4	2	3	-7	1
19	-3	0	-2	5	6
20	1	6	0	-4	1
21	5	-2	-2	-2	3
22	-1	-2	-4	-3	1
23	1	6	3	1	20*
24	1	-2	2	-2	-8

# Continued:
no.	molecule	DDE Tn7 FP inh	SIAE inh	KLK7 zymogen act	UHRF1 MBD2 ctr	TDP2 inh
25	COc1ccc(C)cc1NC(=O)c1ccc(CN2CCN(c3ccccc3)CC2)cc1	-5	-3	0.4	-3	5
26	CCCc1cc(=O)oc2c(CN3CCCC3)c(O)ccc12	7	3	60*	-2	3
27	O=C1CCCC2=C1C1(CCCCC1)N=C(Nc1nc3ccccc3o1)N2	-6	-6	0.3	-3	1
28	CCOC(=O)N1CCN(C2=C(NS(=O)(=O)c3ccc(Br)cc3)C(=O)c3ccccc3C2=O)CC1	-5	0	0.4	-12	15
29	CCOC(=O)c1c(C)oc(C)c(C(=O)OCC)c1=O	-6	-6	0.1	3	-25
30	COc1ccc(CCNc2ncnc3sc(C)cc23)cc1OC	5	5	-1.0	1	6
31	Cc1ccc(CNC(=O)CCCc2ccccc2)cc1	-5	1	0.0	-2	14
32	CC[C@]12c3[nH]c4ccccc4c3CCN1C(=O)C(CC(=O)NCCCn1ccnc1)C[C@@H]2C(=O)N1CCN(C(=O)C2CC2)CC1 (some centres undefined)	-9	2	-0.1	-1	-4
33	O=C(CCNS(=O)(=O)c1ccc(Cl)cc1)N1CCN(Cc2ccccc2)CC1	-4	4	0.0	0	6
34	Cc1ccc(S(=O)(=O)N2CCC(C(=O)N/N=C/c3ccccc3[N+](=O)[O-])CC2)cc1	-5	-2	0.4	3	12
35	O=C(Nc1c2c(nn1-c1ccccc1)CS(=O)C2)c1ccc(Br)o1 (centres undefined)	4	8	0.5	-1	13
36	CC1CCCC(NC(=O)COC(=O)c2ccc(N(C)C)cc2)C1C (centres undefined)	0	-4	-0.7	1	-1

no.	LEDGF integ inh	DDE Tn6 FP inh	PRMT1 inh	MBD2 inh	TCR CD3 inh
25	-1	-2	0	0	5
26	1	8	-2	1	1
27	0	-3	-2	1	-6
28	5	2	1	-12	5
29	3	-4	-3	-2	1
30	0	-4	0	0	1
31	3	4	-2	1	-1
32	4	2	5	4	1
33	-1	-2	3	9	4
34	-1	3	-1	1	4
35	3	7	-2	2	3
36	-5	-4	1	-2	-6

# (listing goes on)
no.	molecule	DDE Tn7 FP inh	SIAE inh	KLK7 zymogen act	UHRF1 MBD2 ctr	TDP2 inh
37	CC(=O)Nc1ccc(CN2CCc3c([nH]c4ccccc34)C2C(C)(C)C)cc1 (centres undefined)	1	0	4.9	1	-9
38	CCOc1ccc(N2C(=O)CC(Sc3nc(CC(C)C)ccc3C#N)C2=O)cc1 (centres undefined)	2	2	0.6	1	-7
39	CCOc1ccc(NC(=O)c2ccc(Br)o2)c([N+](=O)[O-])c1	4	1	-1.0	0	3
40	CC1(C(=O)NS(=O)(=O)c2ccccc2)CCN1C(=O)Cc1cccs1 (centres undefined)	5	1	0.1	2	0
41	Cc1ccc(C(=O)NCC(=O)OCC(=O)N2CC(C)OC(C)C2)cc1 (centres undefined)	4	3	-0.7	-3	-5
42	O=C(CSCc1c(F)cccc1Cl)NCCc1ccccc1	-7	-5	0.5	-1	-4
43	Fc1ccc(-c2nc3c(Cl)cc(C(F)(F)F)cn3c2Cc2cccc(F)c2)cc1	-3	-4	0.2	2	1
44	Cc1cc(NC(=O)CCC2CCCCC2)no1	4	-7	-0.7	-2	-7
45	O=[N+]([O-])c1ccc(N/N=C/c2sc(N3CCOCC3)nc2-c2ccccc2)c(S(=O)(=O)Nc2ccccc2Cl)c1	-3	-1	-0.3	3	-6
46	Cc1ccc(NC(=O)CCCSc2nc3ccccc3[nH]2)cc1	4	-6	-0.5	0	2
47	CCc1ccc(NC(=S)NC(=O)c2c(-c3ccccc3Cl)noc2C)cc1	0	-11	-0.2	3	-8
48	COc1cc(CCC(=O)OCC(=O)NC(=O)c2ccc(Cl)cc2)cc(OC)c1OC	7	3	0.0	3	-9

no.	LEDGF integ inh	DDE Tn6 FP inh	PRMT1 inh	MBD2 inh	TCR CD3 inh
37	5	-13	6	8	-8
38	-5	-5	5	-5	-3
39	-1	4	0	1	-1
40	-4	1	2	0	-2
41	-1	4	0	-10	9
42	2	-2	0	-4	6
43	3	3	-4	1	2
44	-3	11	0	0	7
45	-2	2	-1	-3	3
46	-4	-4	-2	5	-1
47	5	3	-4	-4	-6
48	-2	4	3	3	3

# Look-ups from above:
# CCOc1ccc(NC(=O)c2ccc(Br)o2)c([N+](=O)[O-])c1 in DDE Tn7 FP inh: 4
# CCOc1ccc(N2C(=O)CC(Sc3nc(CC(C)C)ccc3C#N)C2=O)cc1 (centres undefined) in MBD2 inh: -5

# Structural class, the entries above with an NH in an aromatic ring.
no.	molecule	DDE Tn7 FP inh	SIAE inh	KLK7 zymogen act	UHRF1 MBD2 ctr	TDP2 inh
9	COC(=O)c1c(C)[nH]c(C)c1-c1ccc([N+](=O)[O-])cc1	-2	13	-0.1	-1	10
12	O=C(O)[C@@H]1CCCN1C(=O)c1ccccc1N1C(=O)[C@@H]2Cc3c([nH]c4ccccc34)C(c3cccc(Cl)c3)N2C1=O (some centres undefined)	-2	44*	2.5	0	-2
19	COCCn1c(N)c(N(Cc2ccccc2)C(=O)c2oc3ccccc3c2C)c(=O)[nH]c1=O	4	0	-0.1	0	2
23	Oc1ccc(Br)cc1/C=N/n1c(COc2ccccc2)n[nH]c1=S	-2	5	-1.2	0	-4
32	CC[C@]12c3[nH]c4ccccc4c3CCN1C(=O)C(CC(=O)NCCCn1ccnc1)C[C@@H]2C(=O)N1CCN(C(=O)C2CC2)CC1 (some centres undefined)	-9	2	-0.1	-1	-4
37	CC(=O)Nc1ccc(CN2CCc3c([nH]c4ccccc34)C2C(C)(C)C)cc1 (centres undefined)	1	0	4.9	1	-9
46	Cc1ccc(NC(=O)CCCSc2nc3ccccc3[nH]2)cc1	4	-6	-0.5	0	2

no.	LEDGF integ inh	DDE Tn6 FP inh	PRMT1 inh	MBD2 inh	TCR CD3 inh
9	4	-3	0	4	0
12	2	-13	5	0	15
19	-3	0	-2	5	6
23	1	6	3	1	20*
32	4	2	5	4	1
37	5	-13	6	8	-8
46	-4	-4	-2	5	-1

# High-throughput results from PubChem.
